Assay outcomes deposited in PubChem BioAssay by several laboratories.
STEP inh: blocks human striatal-enriched tyrosine phosphatase; P54829; recombinant STEP, OMFP fluorogenic substrate, fluorescence; inhibition, % at 20 µM; 360,000 tested, 0.25% active; AID 588621;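 active means inhibition at 20 µM, scaled per plate between control wells, above about 37%, limit read from the data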;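 further: 0% = DMSO with enzyme and substrate and 100% = substrate only without enzyme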
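Measure: Control-normalized % inhibition with plate pattern correction | Test system: STEP phosphatase, cell-free reaction | Medium: pH 6.0 Bis-Tris with DTT and Tween 20 | Technique: Fluorescence, 480/540 nm | Times: Reaction 20 min, ambient temperature | Doses: Single compound dose of 20 µM, 1% DMSO final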
Neddylation inh: inhibitors of human cullin neddylation | TR-FRET cullin neddylation, biochemical | calls only at 25 µM | 360,000 tested, 0.58% active | AID 651699; in the data active means inhibition above about 36%
CSN inh: blocks human CSN-mediated cullin deneddylation | inhibition, % at 12.5 µM | Q92905 | 360,000 tested, 0.38% active | AID 651999 | Purified CSN, SCF-Nedd8-OG deneddylation, fluorescence polarization;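 active means pattern-corrected inhibition above about 35%, with an unprinted fluorescence ratio check between 0.5 and 1.5, limit read from the data, passing the limit was not always enough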;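 further: 0% = enzyme with substrate and 100% = substrate without enzyme; some results filed as inactive read as strong as hits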
Target sequence (Q92905 whole entry, looked up, one chain of several): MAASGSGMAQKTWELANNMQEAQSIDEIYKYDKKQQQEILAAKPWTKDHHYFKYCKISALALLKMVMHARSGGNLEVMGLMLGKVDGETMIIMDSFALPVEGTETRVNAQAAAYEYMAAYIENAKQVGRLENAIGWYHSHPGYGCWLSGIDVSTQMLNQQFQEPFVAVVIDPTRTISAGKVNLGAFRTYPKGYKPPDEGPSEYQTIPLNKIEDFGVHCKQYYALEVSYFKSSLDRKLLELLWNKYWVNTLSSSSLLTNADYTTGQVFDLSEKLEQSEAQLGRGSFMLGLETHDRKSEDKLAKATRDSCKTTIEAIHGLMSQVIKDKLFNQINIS
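Test system: Human Csn5 produced in HEK293T cells | Compound: 12.5 µM single point | Times: 90 min, room temperature | Signal: Fluorescence polarization readout | Read-out basis: % inhibition of substrate cleavage by Csn5 | Controls: no-enzyme wells high, enzyme-with-substrate wells low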
DNMT1 inh: blocks human DNA methyltransferase DNMT1 | DNMT1 molecular beacon, Hinp1I cleavage, fluorescence | P26358 | inhibition (reported as % activation of signal), % at 10 µM | AID 588458 | 360,000 tested, 0.83% active; in the data active means inhibition above about 50%
Rpn11 inh: inhibitors of human proteasome Rpn11 | human 26S proteasome, Ub4-pepOG fluorescence polarization; 20S core pre-blocked with epoxomicin | calls only at 20 µM | O00487 | AID 588493 | 360,000 tested, 0.59% active;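 active means inhibition at 20 µM, scaled to each plate's controls, above about 33%, limit read from the data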
Target sequence (O00487 whole entry, looked up): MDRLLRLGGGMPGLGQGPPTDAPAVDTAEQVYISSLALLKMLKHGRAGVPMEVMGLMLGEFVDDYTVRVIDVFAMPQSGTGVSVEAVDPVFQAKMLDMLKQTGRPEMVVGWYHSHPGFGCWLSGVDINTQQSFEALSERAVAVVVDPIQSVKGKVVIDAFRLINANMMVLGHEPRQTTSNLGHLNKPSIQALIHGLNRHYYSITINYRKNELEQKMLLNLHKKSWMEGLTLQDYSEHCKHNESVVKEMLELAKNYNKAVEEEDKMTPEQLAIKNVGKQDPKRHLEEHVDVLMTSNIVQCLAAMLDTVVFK
Scp1 inh: inhibitors of human Scp-1 phosphatase; Q9GZU7; Recombinant Scp1, phosphopeptide, malachite green phosphate absorbance; inhibition, % at 20 µM; 340,000 tested, 0.88% active; AID 493091;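 active means inhibition above about 50% at 20 µM, limit read from the data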;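 further: plate controls were DMSO wells with enzyme for no effect and wells lacking enzyme for full effect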
Target sequence (Q9GZU7 76-261 limits assumed): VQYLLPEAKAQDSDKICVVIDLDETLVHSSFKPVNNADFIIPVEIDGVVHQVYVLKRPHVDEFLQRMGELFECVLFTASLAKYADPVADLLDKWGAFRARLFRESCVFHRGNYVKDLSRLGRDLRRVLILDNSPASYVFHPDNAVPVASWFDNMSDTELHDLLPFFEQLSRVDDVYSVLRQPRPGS
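Test system: SCP-1 phosphatase catalytic domain, residues 76-261; measured by: colorimetric phosphate reagent with accelerator and stabiliser, absorbance at 630 nm; timing: enzyme reaction 45 min at room temperature, colour 5 min, stabilisation 30 min; also added: Phosphorylated 17-residue peptide substrate; compound dosing: one concentration, 20 µM, with 1.0% DMSO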
Rin1-Abl PPI inh: inhibitors of human Rin1-Abl protein interaction. AID 588664. P00519+Q13671. inhibition, % at 7.35 µM. TR-FRET Rin1/Abl binding, biochemical. 360,000 tested, 0.4% active; in the data active means inhibition above about 5%, passing the limit was not always enough
NadD block: NadD (S. aureus) enzyme inhibition; purified NadD enzyme, colorimetric absorbance read-out; inhibition, % at 20 µM; 360,000 tested, 0.78% active; in the data active means inhibition above about 26%; further: some compounds past the cut are filed as inactive
LMPTP block: LMPTP (human) inhibition; recombinant LMPTP-A, OMFP fluorogenic substrate, fluorescence intensity; inhibition, % at 20 µM; 360,000 tested, 0.22% active;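 active means compounds that cut the enzyme signal by at least half of the control window in the single-dose screen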;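 further: plate controls were DMSO wells with enzyme plus substrate for no effect and substrate without enzyme for full effect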
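Test system: LMPTP-A phosphatase enzyme; input: 0.625 nM LMPTP-A final; reagent: OMFP substrate, 400 µM final; compound dosing: 20 µM single dose, 3% DMSO; incubation: 50 min dark incubation at room temperature; measured by: endpoint fluorescence intensity from OMFP dephosphorylation; measure: % inhibition relative to no-enzyme and uninhibited control wells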
SUMO1-SIM PPI: alters human SUMO1 binding to SIM partners | inhibition, % at 20 µM | 360,000 tested, 0.33% active | AID 602429 | SUMO1 binding to a labelled peptide, TR-FRET, 1 h | P63165; in the data active means inhibition above about 37%
Target sequence (P63165 whole entry, looked up): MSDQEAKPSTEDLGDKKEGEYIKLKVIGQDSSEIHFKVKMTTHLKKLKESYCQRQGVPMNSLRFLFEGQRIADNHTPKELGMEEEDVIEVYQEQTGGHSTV
The depositor's hits bear a star; i = inactive; x = not tested or not shown; + = active, no number.

The first three entries as a preview:
nr	Molecule	Neddylation inh	SUMO1-SIM PPI	DNMT1 inh	LMPTP block	Rpn11 inh	NadD block	STEP inh	CSN inh	Scp1 inh	Rin1-Abl PPI inh
1	CCc1ccc(CCC(=O)N2CCN(S(=O)(=O)c3ccc(Br)cc3)CC2)cc1	i	0	7	4.0	i	-10	2	-1	x	0
2	COc1ccc(C(CNC(=O)CCNS(=O)(=O)c2ccccc2C(F)(F)F)N2CCOCC2)cc1 (centres undefined)	i	7	0	-0.5	i	-5	0	6	-5	3
3	Cc1ccc(-c2cc(C(F)F)nc(NCc3cccnc3)n2)cc1	i	-5	-8	1.3	i	-5	-3	7	-2	0

Results, previewed entries included:
nr	Molecule	Neddylation inh	SUMO1-SIM PPI	DNMT1 inh	LMPTP block	Rpn11 inh	NadD block	STEP inh	CSN inh	Scp1 inh	Rin1-Abl PPI inh
1	CCc1ccc(CCC(=O)N2CCN(S(=O)(=O)c3ccc(Br)cc3)CC2)cc1	i	0	7	4.0	i	-10	2	-1	x	0
2	COc1ccc(C(CNC(=O)CCNS(=O)(=O)c2ccccc2C(F)(F)F)N2CCOCC2)cc1 (centres undefined)	i	7	0	-0.5	i	-5	0	6	-5	3
3	Cc1ccc(-c2cc(C(F)F)nc(NCc3cccnc3)n2)cc1	i	-5	-8	1.3	i	-5	-3	7	-2	0
4	Cc1nnc(SCC(=O)N(CC(C)C)C2CCS(=O)(=O)C2)n1N (centres undefined)	i	2	4	-1.3	i	0	-3	-2	-10	-2
5	COc1ccccc1NC(=O)CN1C(=O)CCS(=O)(=O)c2ccccc21	i	6	-1	2.1	i	1	-1	-5	2	5
6	COc1cccc(N2CCN(C(=S)NCc3ccco3)CC2)c1	i	2	-7	0.9	i	1	-4	1	-2	0
7	Cc1ccc(CNC(=O)CN(C)S(=O)(=O)c2cccs2)cc1	i	0	-1	-0.9	i	-1	-1	-6	-7	4
8	CCN(CC)S(=O)(=O)c1cc(NC(=O)COC(=O)c2sc3ccccc3c2Cl)ccc1C	i	-2	1	1.0	i	-5	-4	-8	-4	2
9	O=C(N/N=C/c1ccccc1)C(=O)N/N=C/c1ccccc1	i	0	4	-0.5	i	3	0	5	-1	3
10	Cc1cccc(NC(=S)NC(=O)/C=C/c2ccco2)c1	i	6	2	3.1	i	3	4	18	-9	1
11	CCOC(=O)c1nn(-c2ccc(F)cc2)c(=O)cc1OCC(=O)N1CCN(c2ccccc2)CC1	i	-3	0	-0.2	i	5	-1	-3	1	-2
12	Cc1cccc(OCC(=O)Nc2ccc(S(=O)(=O)Nc3cc(C)nc(C)n3)cc2)c1	i	9	-1	-1.3	i	-1	-4	3	-3	-2
13	COc1cccc(-c2cc(C(=O)Nc3cccnc3)c3ccccc3n2)c1	i	-19	-6	3.7	i	-2	-1	4	0	-5
14	O=C(NCCNC(=O)c1cccnc1)c1cccnc1	i	3	8	-0.4	i	4	-2	-3	x	0
15	CC1=CC(c2ccccc2)n2nc(N3C(=O)C4CC=CCC4C3=O)nc2N1 (centres undefined)	x	2	-1	-0.8	i	16	-2	5	3	3
16	COc1ccc(C2N3CC4(C)CN2CC(C)(C3)C4=O)cc1OC (centres undefined)	i	-3	0	0.5	i	4	1	-7	-4	-2
17	Cc1cccc(NC(=O)c2cccc(OC(=S)N3CCOCC3)c2)c1	i	0	2	-0.4	i	-5	-2	0	-6	2
18	Cc1ccc(-n2nnnc2SCC(=O)c2c(N)n(C3CC3)c(=O)[nH]c2=O)c(C)c1	i	5	-5	-0.4	i	3	4	1	-12	-1
19	COc1cc(NC(=O)c2ccc3c(SCC(=O)O)c4c(nc3c2)CCCC4)cc(OC)c1OC	i	7	-4	1.3	i	0	-4	-4	-9	1
20	O=C(C1CCCO1)N1CCC(O)(c2ccccc2)CC1 (centres undefined)	i	1	3	-1.2	i	0	-3	6	-2	-1
21	N#Cc1ccc(-n2c(-c3ccccc3)nnc2-c2ccccc2)cc1C#N	i	-1	-6	0.5	i	-6	2	-1	-11	-2
22	Cc1ccc(C(=O)OCc2c(C)noc2C)cc1NC(=O)c1ccco1	i	3	5	-0.4	i	0	0	0	-7	0
23	Cc1cc(NC(=O)COC(=O)c2ccccc2Cl)no1	i	1	6	0.8	i	-2	2	-5	-2	2
24	O=S1(=O)N=C(Nc2ccc(O)c(CN3CCCCC3)c2)c2ccccc21	i	-2	-1	-0.4	i	0	1	1	-8	1
25	O=C(Nc1ccccc1O)c1nc(Cl)ccc1Cl	i	2	-4	-0.8	i	-7	3	2	-9	0
26	COc1ccc(-c2noc(CSc3nc(N)c(-c4ccccc4)c(=O)[nH]3)n2)cc1OC	i	3	3	0.5	i	-2	1	-5	3	-3
27	O=C(CSc1nc(-c2ccco2)cc(C(F)(F)F)n1)NCCCn1ccnc1	i	-6	0	-5.1	i	0	0	1	-6	1
28	CC(=O)N1CCN(c2ccccc2NC(=O)c2cccc3c(Cl)cccc23)CC1	i	-9	-2	-0.3	i	-8	1	2	-4	-4
29	O=C1[C@H]2[C@H](C=CC[C@H]2C(=O)N2CCN(c3ccccc3)CC2)CCN1Cc1ccc(Cl)c(Cl)c1	i	12	-10	4.2	i	16	6	5	14	1
30	COc1ccc(N2CCN(C(=O)c3ccc(N4CCCCS4(=O)=O)cc3)CC2)cc1	i	2	0	3.7	i	9	1	6	-1	2
31	CC1(C)NC(=O)N(CC(O)CN2CCCCC2)C1=O (centres undefined)	i	6	0	-0.1	i	-2	1	1	-6	-1
32	CN(C)C(=O)c1cc(-c2ccccc2)no1	i	-3	-3	-0.2	i	-2	-2	-7	-1	3
33	CC(C)Oc1ccc(NC(N)=O)cc1	i	5	2	-0.2	i	0	2	1	-6	4
34	CC(=O)c1ccc(S(=O)(=O)Nc2ccc(C(=O)NCC(c3ccccc3)N(C)C)cc2)cc1 (centres undefined)	i	1	3	1.2	i	-5	2	-8	6	-6
35	O=C(Nc1nnc(-c2ccncc2)o1)c1ccccc1	i	-4	0	-3.7	i	1	14	-4	-5	1
36	Cc1sc2ncn3c(C)nnc3c2c1C	i	-6	3	-0.4	i	-1	-2	-4	-2	-2
37	COc1cccc(S(=O)(=O)N2CCN(C(=O)c3ccco3)CC2)c1	i	-1	1	-0.2	i	-3	0	-1	2	3
38	COc1cccc(NC(=O)C(NC2CCCC2)c2ccccc2)c1 (centres undefined)	i	1	-4	-0.2	i	-3	3	-3	2	1
39	COCCOC1CCN(C(=O)C2CCC(=O)N(CCc3ccc(OC)cc3)C2)CC1 (centres undefined)	i	-4	1	-1.8	i	-3	-2	-3	-3	-5
40	Cc1cccc(-n2cnc(C(=O)O)c2)n1	i	3	-5	0.9	i	-8	-1	-4	-6	-3
41	O=c1cc(CSc2nnc(COc3cccc4ccccc34)o2)c2ccccc2[nH]1	i	0	-5	2.8	i	-6	1	9	-16	-1
42	CC12CCC(=O)N1C(C(=O)NCCN1C(=O)S/C(=C\c3ccccc3F)C1=O)CS2 (centres undefined)	i	-22	2	-0.1	i	1	-2	4	-3	-2
43	CCC(=O)c1ccc(OCC(O)Cn2nc(C)c(C(C)=O)c2C)cc1 (centres undefined)	i	-4	-1	-0.9	i	-2	1	-6	-6	1
44	Nn1c(SC/C=C/c2ccccc2)nnc1-c1cccnc1	i	1	2	-0.5	i	9	-4	0	-2	-2
45	Cc1noc(C(=O)Nc2ccc3c(c2)OCO3)c1Cl	i	4	-13	0.1	i	-5	-2	-1	-9	-2
46	CN(C)C(=S)Nc1ccc2c(c1)OCCO2	i	0	1	1.2	i	-1	0	2	-1	5
47	COc1ccc(N2C(=NC(=O)CC3CCCCC3)SC3CS(=O)(=O)CC32)cc1 (centres undefined)	i	-3	-3	-0.1	i	1	-1	-2	4	2
48	Cc1ccc(CONC(=O)c2ccccc2)cc1	i	2	-1	-0.3	i	-4	0	0	-6	-7
49	CNc1cncc(-c2ccc(F)cc2F)n1	x	-6	1	-1.0	i	1	-1	1	x	-10
50	CCCCOc1ccc(C(=O)NCC(=O)NC2CC2)cc1	i	-1	0	-0.6	i	0	4	3	-7	2

Another view of part of the listing above.
45: Cc1noc(C(=O)Nc2ccc3c(c2)OCO3)c1Cl
36: Cc1sc2ncn3c(C)nnc3c2c1C
assay / entry	45	36
Neddylation inh	i	i
SUMO1-SIM PPI	4	-6
DNMT1 inh	-13	3
LMPTP block	0.1	-0.4
Rpn11 inh	i	i
NadD block	-5	-1
STEP inh	-2	-2
CSN inh	-1	-4
Scp1 inh	-9	-2
Rin1-Abl PPI inh	-2	-2

A stretch from further up:
nr	Molecule	Neddylation inh	SUMO1-SIM PPI	DNMT1 inh	LMPTP block	Rpn11 inh	NadD block	STEP inh	CSN inh	Scp1 inh	Rin1-Abl PPI inh
1	CCc1ccc(CCC(=O)N2CCN(S(=O)(=O)c3ccc(Br)cc3)CC2)cc1	i	0	7	4.0	i	-10	2	-1	x	0
2	COc1ccc(C(CNC(=O)CCNS(=O)(=O)c2ccccc2C(F)(F)F)N2CCOCC2)cc1 (centres undefined)	i	7	0	-0.5	i	-5	0	6	-5	3

Next compounds.
nr	Molecule	Neddylation inh	SUMO1-SIM PPI	DNMT1 inh	LMPTP block	Rpn11 inh	NadD block	STEP inh	CSN inh	Scp1 inh	Rin1-Abl PPI inh
51	O=C(Cc1ccc([N+](=O)[O-])cc1)OCc1c(F)cccc1Cl	i	-9	0	0.9	i	-5	-2	1	-7	1
52	CCCCc1nc2cc(C(=O)N(C)C3CCOCC3)ccc2o1	i	9	5	0.5	i	-6	0	2	-10	3
53	COCCCNC(=O)C[C@H]1C[C@H](C(=O)N2CCCCC2)[C@@]2(C)c3[nH]c4cc(-c5ccco5)ccc4c3CCN2C1=O	x	3	1	0.6	i	-3	14	5	-1	-2
54	O=C(Nc1nnc(C2CC2)s1)c1ccco1	i	9	-2	-0.9	i	4	-2	-8	-5	1
55	N#CCC(=O)N/N=C/c1cc([N+](=O)[O-])ccc1N1CCCC1	i	-25	1	2.1	i	2	0	1	-7	-6
56	COc1ccc(/C=C2\Cc3ccccc3C2=O)cc1OC	i	-27	-6	3.5	i	-7	3	2	-17	-2
57	CC(=O)c1cccc(NC(=O)CN2CCN(Cc3ccccc3)CC2)c1	i	3	-2	-2.6	i	-4	0	-2	36	1
58	CCOC(=O)C1CCN(C(=O)Cn2cnc3sc(C)c(S(=O)(=O)N4CCC(C)CC4)c3c2=O)CC1	i	3	2	-0.2	i	-6	-4	-1	-5	2
59	O=C(O)Cn1c(P(=O)(O)c2ccccc2)nc2ccccc21	i	2	8	-2.0	i	-3	-1	2	1	-1
60	Clc1ccc2[nH]c3c(NCCCN4CCOCC4)ncnc3c2c1	+	8	0	3.9	i	-7	8	-1	-7	-4
61	Cc1cc(Cl)cc(C)c1OCCCCCn1ccnc1	i	-4	0	-3.1	i	-3	-3	5	-4	-2
62	COC(=O)C1=C(N)Oc2cc(C)n(Cc3ccncc3)c(=O)c2C1c1cccnc1 (centres undefined)	i	-1	0	0.7	i	3	-1	-1	3	1

Random draw from the library; any-hit rate near 3.8%.
